HMGR II inh = blocks class II HMG-CoA reductase of Enterococcus faecalis; purified E. faecalis HMGR, NADPH absorbance 340 nm kinetic; inhibition, % at 10 µM; 190,000 tested, 0.41% active;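 active = inhibition above a set limit, the median over all tested compounds plus 3 SD, cut at about 9.5% in these data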;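 note: enzyme runs in reverse so mevalonate oxidation gives rising NADPH absorbance; 0% = complete reaction with DMSO and 100% = background rate lacking mevalonate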
SRC2 TRFRET art = TR-FRET artefact, counter-screen to PPARgamma/SRC-2 agonist assay. active compounds read high. TR-FRET ratio at 8 µM. 200,000 tested, 0.4% active. AID 1049; in the data active = TR-FRET ratio above about 2000; note: inactives centre near 1500; reference of the scale not given here
DTT redox prof = compounds producing H2O2 with reducing agent – biochemical, NIH compound library profiling, artefact control for MLSCN library redox annotation, primary screen. DTT-dependent redox cycling H2O2, phenol red/HRP absorbance; 100% = 100 µM peroxide control, 0% = buffer. activation, % at 10 µM. 200,000 tested, 0.03% active. AID 878;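 active = activation of at least 50% relative to the plate's high and low controls in the primary single-dose screen; inactive = activation below 50%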;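 note: compound incubated with DTT at 0.8 mM final as the reducing agent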
PPARg SRC-3 ag = PPARgamma-driven SRC-3 recruitment agonism | P37231 | biochemical PPARgamma/SRC-3 coactivator recruitment assay | activation, % at 8 µM | 200,000 tested, 0.26% active; in the data active = activation above about 23%;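 note: 0% = DMSO and 100% = reference agonist; some compounds past the cut are filed as inactive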
Lmaj promast = Leishmania major promastigote growth inhibition | Leishmania major promastigotes, resazurin fluorescence viability | inhibition, % at 10 µM | 200,000 tested, 9% active | AID 1063; in the data active = inhibition above about 50%;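 note: promastigotes grown with compound for 44 hours at 28 °C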
S1P3 antag = antagonists of human S1P3 receptor; Q99500; inhibition, % at 4.98 µM; 170,000 tested, 0.27% active; CHO S1P3 NFAT-BLA reporter, FRET fluorescence, antagonist mode;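 active = inhibition above the plate cutoff, the mean inhibition of test wells on that plate plus 3 SD, cut at about 28% in these data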;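 note: cells challenged with S1P at its EC80 of 0.8 µM; blue over green emission ratio from cleaved BLA substrate after 4 h stimulation; 0% = S1P-stimulated wells and 100% = unstimulated DMSO-only wells; some compounds past the cut are filed as inactive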
Target sequence (Q99500 whole entry, looked up): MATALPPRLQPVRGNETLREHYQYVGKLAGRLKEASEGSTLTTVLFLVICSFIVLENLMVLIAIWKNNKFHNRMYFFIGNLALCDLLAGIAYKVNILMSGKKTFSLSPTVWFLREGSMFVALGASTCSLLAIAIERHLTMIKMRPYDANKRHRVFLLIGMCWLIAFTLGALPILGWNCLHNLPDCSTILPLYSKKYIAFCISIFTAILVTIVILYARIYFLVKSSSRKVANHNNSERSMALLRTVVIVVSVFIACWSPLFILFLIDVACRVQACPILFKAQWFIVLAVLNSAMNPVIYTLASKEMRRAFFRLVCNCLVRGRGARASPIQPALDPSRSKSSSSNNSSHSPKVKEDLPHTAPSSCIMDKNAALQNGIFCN
PPARg SRC1 recr = agonists of human PPARgamma SRC-1 coactivator recruitment; activation, % at 8 µM; AID 631; PPARgamma-SRC-1 coactivator recruitment biochemical assay; 200,000 tested, 0.41% active; P37231; in the data active = activation above about 19%;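 note: 0% = DMSO and 100% = reference agonist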
PPARg SRC2 recr = PPARgamma-driven SRC-2 recruitment agonism; activation, % at 8 µM; PPARgamma LBD-SRC-2 recruitment, biochemical; P37231; 200,000 tested, 0.34% active; in the data active = activation above about 22%;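 note: 0% = vehicle and 100% = reference agonist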
RAM inhibit = blocks the yeast RAM network; S. cerevisiae dse1pr::URA3 reporter, 5-FOA growth OD615, 2 d; analog-sensitive cbk1-as2 kinase mutant strain; inhibition, % at 50 µM; 190,000 tested, 1.8% active; AID 868;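 active = inhibition above a set limit, 3 SD over mean compound inhibition, cut at about 8.4% in these data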;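 note: 0% = DMSO-only wells with no growth and 100% = 10 µM 1-NA-PP1 full growth; inhibition rescues growth on 5-FOA so higher OD means more RAM inhibition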
bIAP inhibitor = blocks bovine intestinal alkaline phosphatase activity; purified bovine IAP, CDP-star luminescence, 30 min; inhibition, % at 20 µM; 190,000 tested, under 10 active; AID 1019;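 active = over 50% inhibition of intestinal alkaline phosphatase at 20 µM in the single-dose screen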
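Assay system – bovine IAP enzyme · Quantity – bovine IAP at 1/65,000,000 final dilution · Detection – CDP-star luminescence signal · Times – 30 min reaction at room temperature · Also added – CDP-star substrate at 30 µM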
ROMK mod = modulators of human ROMK potassium channel | Tet-inducible ROMK, thallium flux fluorescence; actives lie on both sides | B-score at 10 µM | 130,000 tested, 2% active;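 active = signal ratio slope over the read window, or its plate-corrected B-score, at least 3 SD from the plate mean, either direction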;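 note: B-score of the F/F0 ratio slope over 7 to 12 s after thallium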
Target sequence (P48048 whole entry, looked up): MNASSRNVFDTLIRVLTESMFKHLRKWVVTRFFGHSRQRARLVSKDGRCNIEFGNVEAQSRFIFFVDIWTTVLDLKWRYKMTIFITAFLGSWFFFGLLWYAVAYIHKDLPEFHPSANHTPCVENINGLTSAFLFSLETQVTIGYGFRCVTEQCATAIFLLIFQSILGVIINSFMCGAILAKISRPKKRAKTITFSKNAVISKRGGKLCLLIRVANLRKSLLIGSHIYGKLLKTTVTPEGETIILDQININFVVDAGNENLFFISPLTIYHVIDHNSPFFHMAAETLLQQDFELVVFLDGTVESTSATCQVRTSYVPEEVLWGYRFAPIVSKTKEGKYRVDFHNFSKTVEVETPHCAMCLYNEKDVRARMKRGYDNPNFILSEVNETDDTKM
* = called active by the depositor; · = not tested or not shown.

Compound	HMGR II inh	SRC2 TRFRET art	DTT redox prof	PPARg SRC-3 ag	Lmaj promast	S1P3 antag	PPARg SRC1 recr	PPARg SRC2 recr	RAM inhibit	bIAP inhibitor	ROMK mod
Cc1ccccc1OCC(=O)N/N=C/c1ccc(N(C)C)cc1	0	1516	-0.9	4	-2	2	4	-1	-0.9	8	-1
COc1cc(CNC2CCCCC2OC)cc(OC)c1 (centres undefined)	-3	1604	-1.9	1	9	-20	5	8	-0.5	-8	-1
COc1ccccc1-n1cnnc1SCc1csc(-c2ccccc2)n1	2	1552	0.2	-1	17	·	-2	11	-0.4	16	0.078
CCCCCCC(=O)N(O)C1CC(=O)N(Cc2ccccc2)C1=O (centres undefined)	-1	1812	0.6	7	8	-1	7	6	1.6	2	0.4
CN(C)S(=O)(=O)c1ccc(C(=O)NC2CCCc3ccccc32)cc1 (centres undefined)	-4	1567	1.0	-2	13	-10	2	0	-0.5	-4	-0.52
COc1ccc(-c2nc(SCC(=O)NCc3ccco3)c(-c3ccccc3)[nH]2)cc1OC	2	1492	-0.4	-9	17	·	-4	-4	-0.7	-14	1.8
Cc1ccc(CSC2=Nc3ccccc3C3=NC(CCC(=O)NCc4ccco4)C(=O)N23)cc1 (centres undefined)	-3	1597	-0.4	9	27	-1	-1	11	4.3	-1	·
COCCN1Cc2cccc(C(=O)Nc3ccccc3OC)c2C1=O	-8	1521	-0.1	3	-6	-5	7	-7	0.3	4	1.3
Cn1nc(C(=O)Nc2nc3ccccc3[nH]2)c2ccccc2c1=O	-6	1437	0.1	-3	5	-13	0	-2	0.9	22	·
COc1ccc(NC(=O)CSc2n[nH]c(C(C)C)n2)c([N+](=O)[O-])c1	-2	1569	-0.9	-5	10	7	-8	-3	0.2	4	-0.54
CCC(=O)N(CCc1ccc(OC)c(OC)c1)Cc1cc2ccc(C)cc2n2nnnc12	-10	1523	-1.6	-2	19	-19	-7	7	4.0	-19	-0.016
COC(=O)c1ccc(C(=O)OC)c(NC(=O)CSCc2ccccc2Br)c1	0	1550	2.6	-3	-4	·	-7	-1	11*	2	·
Cc1n[nH]c(C)c1Sc1ccccc1N=Cc1cc(Cl)cc([N+](=O)[O-])c1O	0	1514	0.8	-3	17	·	1	13	-1.0	40	0.58
O=C(O)C1C2C=CC(C2)C1C(=O)N1CCOCC1 (centres undefined)	-1	1411	-2.1	2	-10	-33	-2	8	-0.2	9	·
O=C(NC1CCCC1)c1ccccc1OCc1ccccc1	-6	1550	-0.1	-1	-2	5	-2	-7	0.7	-21	-1.4
O=C(O)CC/C(=N\Nc1ccc(S(=O)(=O)N2CCCC2)cc1[N+](=O)[O-])c1cccs1	3	1526	0.0	7	-3	·	-2	7	6.9	4	-0.19
COC(=O)c1nnn(-c2nonc2N)c1CSc1ccc(Cl)cc1	-2	1565	-0.6	-9	-4	-9	-9	1	-0.7	13	·
CCCNC(=O)OCC12CC3CC(CC(C3)C1)C2	-6	1479	1.6	0	9	9	-2	1	0.1	12	·
O=C(NCc1ccco1)c1nnc(Cc2ccc(F)cc2)o1	-6	1687	-1.0	6	-8	-6	0	6	-0.5	9	·
c1ccc(C(c2ccccc2)N2CCN(Cc3nnnn3C3CCCC3)CC2)cc1	0	1553	-0.2	3	13	27	0	0	1.0	-6	-1.2

Later entries
Compound	HMGR II inh	SRC2 TRFRET art	DTT redox prof	PPARg SRC-3 ag	Lmaj promast	S1P3 antag	PPARg SRC1 recr	PPARg SRC2 recr	RAM inhibit	bIAP inhibitor	ROMK mod
c1csc(-c2nn[nH]n2)c1	-3	1448	-1.3	7	-10	10	-3	10	-0.2	12	-0.22
CCc1cc2cc3c(cc2nc1SCC(=O)N1CCN(C(=O)c2ccco2)CC1)OCO3	-3	1511	0.9	8	84*	8	5	12	-0.1	5	-1.4
CCN(C(=O)COC(=O)c1cccc(NS(=O)(=O)c2ccc(F)c(F)c2)c1)C1CCS(=O)(=O)C1 (centres undefined)	-3	1600	-0.2	7	3	-19	6	8	3.5	-3	-0.56
CCc1nnc(NS(=O)(=O)c2ccc(N/C=C/C(=O)c3ccc(C)cc3)cc2)s1	-2	1755	-0.3	9	-6	-3	8	7	4.7	30	0.94
COc1ccc(-c2nc(NC(=O)c3nc4nccc(C)n4n3)sc2C)cc1	-1	1545	-0.6	4	13	-7	5	2	2.3	-14	0.0068
Cc1ccc(NC(=S)N/N=C2/CCCc3c(C)cc(C)cc32)cc1	-4	1459	0.8	11	-7	·	3	6	4.1	11	1.3
CC(=O)c1ccccc1NC(=O)CC1(CC(=O)O)CCCCC1	1	1705	-2.4	-5	3	-17	-6	-2	0.5	15	-0.5
Cc1ccc2nc(C)cc(C(=O)N3CCCC(CO)(Cc4ccccc4C)C3)c2c1 (centres undefined)	-4	1779	-1.1	10	61*	-9	-1	-4	0.1	1	1.8
CCOC(=O)Cn1cc(/C=C/[N+](=O)[O-])c2ccccc21	-2	1680	0.2	6	36	-19	-5	6	2.5	7	-3.5*
CC(=O)c1cc2c(cc1NC(=O)CN1CCN(C(=O)c3ccco3)CC1)OCO2	·	1513	-0.1	4	-5	-52	-2	2	·	·	·
COc1cccc(CNc2ccc(F)c(Cl)c2)c1O	6	1456	-0.5	5	-1	1	1	3	-1.2	·	·
O=C(CCC(=O)OCC(=O)c1ccc(Cl)cc1Cl)Nc1cccc2cccnc12	1	1675	1.5	-4	-8	·	4	10	4.1	3	·
O=C(Oc1cccc(NC(=O)c2cccs2)c1)c1cccc(S(=O)(=O)N2CCCC2)c1	-5	1547	0.4	3	62*	1	1	-2	5.2	2	-2
COc1ccc(-n2c(N)c(C(=O)NCc3cccnc3)sc2=S)cc1	-2	1350	0.2	-1	-3	·	-2	6	1.7	3	0.68
CCCN1CCN(C(=O)Nc2cccc(C(F)(F)F)c2)CC1	-1	1645	0.2	2	8	1	2	4	0.2	-19	-0.31
Cc1ccccc1NC(=O)CSc1nnc(-c2ccco2)c(-c2ccco2)n1	-3	1615	-3.3	1	93*	·	6	6	1.7	10	·
Cc1ccc(-c2nnn(CC(=O)N(Cc3ccco3)C(C(=O)NC(C)(C)C)c3ccncc3)n2)o1 (centres undefined)	3	1544	-0.3	1	4	11	-3	-5	1.9	-35	0.77
CCCCN1CN=C(Nc2nc3ccccc3o2)NC1	-1	1610	1.2	20	-1	·	3	9	1.5	-13	·
COc1ccccc1N1CCN(C(=O)c2ccc(NC(C)=O)cc2)CC1	-1	1468	1.9	5	0	-17	7	0	0.7	16	0.022
CCC(=O)NC(NC(=O)CC)C(Cl)Cl	·	1427	3.1	-5	-1	·	10	0	0.1	4	·

More structures:
Compound	HMGR II inh	SRC2 TRFRET art	DTT redox prof	PPARg SRC-3 ag	Lmaj promast	S1P3 antag	PPARg SRC1 recr	PPARg SRC2 recr	RAM inhibit	bIAP inhibitor	ROMK mod
O=c1[nH]c2cc3c(cc2cc1CN(CCN1CCOCC1)C(=S)NCC1CCCO1)OCO3 (centres undefined)	-4	1580	-1.0	6	-3	-18	6	6	3.3	-1	0.31
COc1ccc(-n2c(N3CCN(C)CC3)nc3sc4c(c3c2=O)CCCCC4)cc1	-1	1482	-2.5	-2	100*	6	6	-1	-0.5	-4	·
O=C(COc1ccccc1)Nc1ccccc1C(=O)NCc1ccco1	-4	1819	0.5	9	9	-5	8	-2	1.7	21	·
O=C(c1cc2nc(C3CC3)cc(C(F)(F)F)n2n1)N1CCCC1	0	1477	0.2	-3	-6	-27	-4	-1	0.2	-1	6.9*
O=C(c1ccccc1)c1ccc(OCC(O)CNC2CCCc3ccccc32)cc1 (centres undefined)	-2	1479	0.0	2	11	-5	9	4	-0.1	7	·
COc1ccc(C2C(C#N)=C(N)Oc3c2c(C)nn3-c2ccccc2)cc1Cn1nc(C)c([N+](=O)[O-])c1C (centres undefined)	0	1414	1.2	-4	7	·	-1	3	3.3	0	·
COc1c(C)cc(Br)cc1C(=O)Nc1ccc(Cc2ccncc2)cc1	-7	1470	0.1	-1	96*	-3	0	1	2.3	-14	-0.31
CC1(C)Cc2ccccc2-c2nnc(SCC(=O)N3CCc4ccccc43)n21	-1	1651	-0.8	25	14	-9	24*	17	0.9	0	-0.74
CCCC(=O)NC(=S)Nc1ccc(NC(=O)C(C)C)c(OC)c1	-13	1622	0.0	5	-4	-3	-4	9	1.0	14	·
CCOC(=O)N1CCC(NC(=O)Cn2cccc2C(=O)c2ccccc2)CC1	2	1668	1.3	4	-5	-22	1	-3	-0.1	-4	1.2
CCCNC(=O)c1nn2cc(Br)cnc2c1Br	-2	1350	-0.5	-1	11	4	-3	4	1.4	-6	·
O=[N+]([O-])c1ccc(S(=O)(=O)N2CCN=C2SCc2cccnc2)cc1	-3	1564	-0.3	0	14	-4	0	5	3.9	10	-0.15
C/C(CCN1CCCCc2nc(C)c(C)cc21)=N\O[C@@H](C)c1cn([C@H](CO)Cc2ccccc2)nn1	-5	1501	0.4	1	-7	4	2	1	0.8	31	-0.11
O=C(Cc1ccccc1)Nc1c(C(=O)N2CCCCCC2)cnn1-c1ccccc1	-3	1475	0.0	-6	-2	·	-4	-6	-0.5	40	·

Source: PubChem BioAssay
